LYP phosphatase – inhibition of human PTPN22 tyrosine phosphatase – biochemical, DiFMUP fluorescence, recombinant catalytic domain, 10 µM, primary screen (AID 606); inhibition, % at 10 µM, or IC50 in µM where a hit was titrated; 52,000 tested, under 10 active; recombinant LYP catalytic domain, DiFMUP fluorescence; higher % means a stronger effect;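 active = IC50 under 40 µM in the dose-response test; inactive = IC50 of 40 µM or more, or never dose-tested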
PMK inhibit – S. pneumoniae PMK inhibition; purified PMK, PK/LDH-coupled NADH absorbance 340 nm; inhibition, % at 10 µM; actives 0.49% (n = 65,000); AID 539;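 active = top-ranked compounds by inhibition in the single 10 µM screen, taking a fixed number of the strongest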;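 also: 0% = full reaction with DMSO carrier and 100% = background rate without enzyme reaction; no value below 0 was filed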
TNAP inhibition – inhibition of tissue-nonspecific alkaline phosphatase – biochemical, luminescent (AID 518); purified TNAP enzyme, luminescent substrate readout; higher % means a stronger effect; inhibition, % at 20 µM; hits with a dose series show IC50 in µM; actives 0.09% (n = 64,000); in the data active = a potency from the dose series; inactive = the rest, 99 in 100 with inhibition below about 22%;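 also: plate controls were vehicle for no effect and reference inhibitor for full effect; many of its hits are not listed in these tables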
MK inhibit – S. pneumoniae mevalonate kinase inhibition. purified MK, PK/LDH-coupled NADH absorbance 340 nm. inhibition, % at 10 µM. actives 0.48% (n = 65,000). AID 555;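 active = ranked among the strongest by inhibition in the single 10 µM screen, a fixed top-ranked set picked for dose follow-up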; also: no value below 0 was filed
HT1080 viability – HT1080 cell viability loss – fluorescence readout (AID 620); HT1080 viability, fluorescence; higher % means a stronger effect; cytotoxicity, % at 10 µM, or EC50 in µM where a hit was titrated; actives 0.42% (n = 87,000);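 also: cells exposed to compound overnight then 4 h with Alamar Blue; 0% = vehicle DMSO and 100% = killing control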
HPDE-C7K KRASV12 – viability loss of HPDE-C7K cells – cell-based, fluorescence, HTS, primary screen (AID 431); HPDE-C7K KRASV12 cells, Alamar Blue viability, 48 h; higher % means a stronger effect; one-dose cytotoxicity, % at 10 µM; EC50 in µM for titrated hits; actives 1.7% (n = 63,000);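 active = compounds whose percent cytotoxicity in the single-dose primary screen, scaled between solvent and toxic-drug controls, exceeds 50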;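 also: 0% = DMSO solvent wells and 100% = doxorubicin-treated wells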
HPDE-C7 viability – cytotoxicity in HPDE-C7 cells, cell-based, fluorescence, HTS (AID 430); HPDE-C7 pancreatic duct cells viability, fluorescence; higher % means a stronger effect; cytotoxicity, % at 10 µM, or EC50 in µM where a hit was titrated; actives 1.8% (n = 63,000);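 also: cells exposed to compound for 48 hours before viability readout; 0% = vehicle and 100% = reference cytotoxic drug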
DPM-DC inhibit – blocks S. pneumoniae diphosphomevalonate decarboxylase. purified DPM-DC, PK/LDH coupled NADH fluorescence. calls only at 10 µM. actives 0.49% (n = 65,000). AID 556;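 active = the 320 compounds with the highest percent inhibition in the single-dose primary screen, excluding strongly autofluorescent ones, cut at about 32% in these data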;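 also: kinetic rate of NADH fluorescence loss reporting ADP formed by the decarboxylase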
Bfl-1 inhibitors – displacement of Bid BH3 peptide from Bfl-1 – biochemical, fluorescence polarization, FITC-Bid, mouse, primary screen (AID 432); FITC-Bid BH3 peptide fluorescence polarization displacement; higher % means a stronger effect; displacement, % at 20 µM, or IC50 in µM where a hit was titrated; actives 0.02% (n = 64,000); in the data active = a potency from the dose series; inactive = the rest, 99 in 100 with displacement below about 15%; also: strong numbers were not always called active
PMK inhibit pilot replicates – recorded beside PMK inhibit, whose call it bears; inhibition, %; measured here: pilot screen replicates
MK inhibit pilot replicates – second read-out of MK inhibit, no call of its own (marks repeat the call); inhibition, %; measured here: pilot screen replicates
DPM-DC inhibit pilot screen % – recorded beside DPM-DC inhibit, whose call it bears; inhibition, %; measured here: pilot screen trials
Numbers without * were called inactive; i = inactive; x = not tested or not shown; + = active, no number. Rule as the data show it, unless noted: active = cytotoxicity above about 50%; inactive = the rest.

SMILES | LYP phosphatase | PMK inhibit | TNAP inhibition | MK inhibit | HT1080 viability | HPDE-C7K KRASV12 | HPDE-C7 viability | DPM-DC inhibit | Bfl-1 inhibitors | others
Clc1ccc(SCCCCn2cncn2)cc1 | 14% | 0 | 11% | 10 | -7% | -9% | -4% | i | 0%
COc1ccc(NC(=O)CCc2nc(-c3ccc(C)cc3)no2)c(OC)c1 | 2% | 8 | 10% | 7 | 4% | -5% | 0% | i | 8%
COc1cccc(C2=NC(C)(C)NC(c3ccccc3O)C2)c1 (stereo not drawn) | 5% | 13 | 19% | 10 | 7% | 12µM* | 12µM* | i | 0%
Cc1ccccc1-c1nc(CN2CCC(C(=O)NCCCN3CCOCC3)CC2)c(C)o1 | 13% | 15 | 4% | 13 | -10% | 16% | 0% | i | 2% | PMK inhibit pilot replicates=6.0;MK inhibit pilot replicates=9.0;DPM-DC inhibit pilot screen %=5.0
O=C1CC(C(=O)O)c2ccccc2N1 (stereo not drawn) | 0% | 0 | 2% | 1 | 6% | 3% | 9% | i | -1%
Cc1ccc(C2CC(c3ccc(C)cc3)n3nc(N)nc3N2)cc1 (stereo not drawn) | 9% | 0 | 13% | 8 | -8% | 2% | 4% | i | -5% | PMK inhibit pilot replicates=0.0;MK inhibit pilot replicates=2.0;DPM-DC inhibit pilot screen %=10
Cc1cc(C)n(-c2nc3c(c(=O)[nH]c(=O)n3C)n2Cc2ccc(F)cc2)n1 | -10% | 7 | 6% | 12 | 3% | -8% | -6% | i | 2% | PMK inhibit pilot replicates=0.0;MK inhibit pilot replicates=0.0;DPM-DC inhibit pilot screen %=0.5
O=C(CCCNS(=O)(=O)c1ccc(Br)cc1)N1CC[C@@]2(O)CCCC[C@H]2C1 | -11% | 8 | 7% | 5 | -11% | -26% | -23% | i | -3%
CCOc1cccc(NC(=O)Cc2cccs2)c1 | -4% | 15 | -3% | 8 | 8% | -19% | -12% | i | -1%
COc1ccc(C2(O)CC3CCC(C2)N3c2cc(C)nc(-c3ccccc3)n2)cc1 (stereo not drawn) | x | 12 | -5% | 2 | 8% | x | x | i | 1%
COc1ccc2nc(/N=C(\N)NC(=O)C(C)(C)C)nc(C)c2c1 | 1% | 6 | 7% | 2 | -11% | 21% | 24% | i | -7%
O=C1C=C(NCc2ccc(Cl)c(Cl)c2)CC1 | x | 0 | 10% | 7 | x | x | x | i | 0%
CC(=O)C1=C(O)C(=O)N(c2ccc(Br)cn2)C1c1ccccc1F (stereo not drawn) | -4% | 3 | 9% | 13 | 34% | 6% | 14% | i | 0%
Cc1cc(C(=O)CSc2nnnn2-c2ccc(Cl)cc2)c(C)n1CC1CCCO1 (stereo not drawn) | 10% | 16 | 8% | 3 | -1% | 4% | -8% | + | -1%
CCOCc1nc(N)[nH]c(=O)c1Cc1ccc(OC(C)C)cc1 | 4% | 0 | 6% | 0 | 3% | -5% | -8% | i | 2%
COCC(=O)Nc1nc2n(n1)C(c1ccccc1)CC(c1ccc(OC)cc1)N2 (stereo not drawn) | 2% | 3 | 6% | 8 | 4% | -15% | -26% | i | 1%
CCn1c2ccccc2c2cc(C3N=C(N)Nc4nc5ccccc5n43)ccc21 (stereo not drawn) | 3% | 16 | 8% | 0 | 10% | -7% | -8% | i | 4%
COc1cccc(C(c2nnnn2Cc2ccc(F)cc2)N2CCC(C(N)=O)CC2)c1OC (stereo not drawn) | -5% | 0 | 4% | 2 | -9% | -12% | -8% | i | 3%
Cc1ccc(C(=O)NCCn2cc(SCC(=O)Nc3nnc(C)s3)c3ccccc32)cc1 | 1% | 0 | 8% | 4 | -2% | 6% | -2% | i | -3%
COc1cc(OC)cc(-c2nnc(SCC(=O)N3c4ccccc4Sc4ccccc43)o2)c1 | -3% | 1 | 2% | 5 | -6% | -25% | -11% | i | -6%
CCOC(=O)Cc1csc(NC(=O)c2cnc3scc(C)n3c2=O)n1 | x | 8 | 14% | 4 | -3% | -10% | -11% | i | -5%
Cc1[nH]c(=O)[nH]c(=O)c1S(=O)(=O)N1CCCC(C(=O)NCCc2ccccc2)C1 (stereo not drawn) | -4% | 17 | 12% | 1 | x | -1% | -10% | i | 3%
CC1(C(=O)CSc2nc3ccccc3s2)CCC(=O)O1 (stereo not drawn) | 13% | 0 | 14% | 16 | -8% | -32% | 1% | i | -4% | PMK inhibit pilot replicates=0.5;MK inhibit pilot replicates=0.0;DPM-DC inhibit pilot screen %=0.0
CC(=O)c1c(N)nc2n(c1=O)CCCCC2 | 1% | 0 | 6% | 3 | 2% | -6% | 4% | i | -6%
Cc1ccc2c(c1)[C@H]1OCC[C@H]1[C@@H](c1ccncc1)N2 | -9% | 0 | 12% | 6 | -2% | 4% | -8% | i | 1%
COc1cc(-c2nc3cnccc3n2C)cc(OC)c1OC | x | 19 | 3% | 0 | -1% | -11% | -2% | + | -1%
Cc1occc1C(=O)Nc1cccnc1 | 15% | 5 | 8% | 2 | 10% | -5% | -15% | i | 0% | PMK inhibit pilot replicates=0.0;MK inhibit pilot replicates=0.0;DPM-DC inhibit pilot screen %=0.0
Cc1ccc(S(=O)(=O)N(C)Cc2nc(-c3ccccn3)no2)cc1 | 4% | 0 | x | 3 | -5% | x | x | i | x
CC(=O)Oc1ccccc1C(=O)Oc1ccc(/C=N/n2cnnc2)cc1 | 8% | 0 | 6% | 0 | -9% | 17% | -1% | i | -3%
CC(C)=C(NC(=O)c1ccccc1)C(=O)NCCCC(=O)O | 15% | 7 | 9% | 7 | -3% | 3% | 4% | i | -3%
O=C(Nc1ccc(Cl)cc1)N(Cc1cccnc1)Cc1ccco1 | x | 24 | 7% | 1 | -8% | -10% | -25% | i | 2%
COc1ccccc1Cc1noc(C(C)(C)NC(=O)c2ccccc2)n1 | x | 11 | 2% | 9 | 14% | 9% | 9% | i | 0%
Cc1cc(NS(=O)(=O)c2ccc(NC(=O)CCCOc3ccc(Cl)cc3)cc2)no1 | x | 16 | 5% | 4 | 2% | 1% | 0% | i | -8%
CC(=NCC1CCNCC1)C1=C(O)CC(C)(C)CC1=O | x | 14 | 16% | 4 | 4% | 4% | -8% | i | 2% | PMK inhibit pilot replicates=1.5;MK inhibit pilot replicates=0.0;DPM-DC inhibit pilot screen %=0.0
CC(C(=O)N1CCOCC1)N1c2cccc3cccc(c23)S1(=O)=O (stereo not drawn) | x | 1 | 8% | 2 | 10% | 14% | 11% | i | -5% | PMK inhibit pilot replicates=1.0;MK inhibit pilot replicates=1.0;DPM-DC inhibit pilot screen %=6.0
CC1CCCC(NC(=O)CSc2nnnn2C)C1C (stereo not drawn) | x | 4 | 16% | 8 | -3% | x | x | i | 6%
CCSc1nnc(NC(=O)CSc2ncccn2)s1 | 4% | 2 | 9% | 8 | 2% | -5% | -11% | i | 0% | PMK inhibit pilot replicates=6.0;MK inhibit pilot replicates=0.0;DPM-DC inhibit pilot screen %=2.0
COC(=O)C(O)(CC(=O)Nc1ccc(OC(F)(F)F)cc1)C(F)(F)F (stereo not drawn) | 8% | 12 | 2% | 5 | 0% | -7% | 0% | i | -8%
O=C(c1ccc(F)cc1)N1CCN(C2CC3CCC2C3)CC1 (stereo not drawn) | 9% | 14 | 11% | 4 | -8% | -5% | -9% | i | -5%
Cc1cc(N2CCN(c3ccccc3)CC2)nc(NCc2ccccc2)n1 | 16% | 8 | 16% | 11 | -5% | 11% | 1% | i | 6%
c1ccc(-c2ccc(OCCCn3cncn3)cc2)cc1 | -7% | 10 | 6% | 6 | -8% | 7% | 5% | i | -9%
COc1cccc(C2=NO[C@@H]3C(=O)N(Cc4ccccc4)C(=O)[C@H]23)c1OC | x | 11 | 6% | 8 | -15% | -9% | -21% | i | -6%
CCn1c2c(c3cc(Cl)ccc31)CCCC2=O | 6% | 4 | 14% | 4 | 0% | -6% | -1% | i | -3%
OC(C#CCN1CCCCC1)c1ccccc1 (stereo not drawn) | 3% | 0 | 7% | 5 | -1% | -2% | 0% | i | 6%
O=C(CCSc1nc(-c2ccco2)cc(C(F)(F)F)n1)Nc1ccc2c(c1)OCO2 | x | 5 | 18% | 5 | 5% | 8% | 8% | i | -1% | PMK inhibit pilot replicates=1.0;MK inhibit pilot replicates=0.0;DPM-DC inhibit pilot screen %=1.5
CCN(CC)S(=O)(=O)c1cccc2cc(C(=O)O)c(O)cc12 | 2% | 12 | 6% | 9 | -16% | 0% | 0% | i | -8%
COc1cccc(CNC(=O)C2CCN(c3cnccn3)CC2)c1 | -15% | 15 | 6% | 15 | 3% | -16% | -21% | i | 2% | PMK inhibit pilot replicates=1.0;MK inhibit pilot replicates=0.0;DPM-DC inhibit pilot screen %=5.0
O=C(O)c1ccccc1Nc1cccc(C(F)(F)F)c1 | 8% | 0 | 19% | 5 | 0% | 0% | 3% | i | -3% | PMK inhibit pilot replicates=2.0;MK inhibit pilot replicates=0.0;DPM-DC inhibit pilot screen %=1.0
COc1ccc(-c2noc(CCC(=O)N3CCN(c4cccc(C(F)(F)F)c4)CC3)n2)cc1 | 1% | 11 | 7% | 10 | x | 3% | 3% | i | -1%
CC(=O)Nc1cccc(NC(=O)c2cc(C)on2)c1 | -5% | 10 | 5% | 6 | 4% | -1% | -6% | i | 3%

The list goes on:
SMILES | LYP phosphatase | PMK inhibit | TNAP inhibition | MK inhibit | HT1080 viability | HPDE-C7K KRASV12 | HPDE-C7 viability | DPM-DC inhibit | Bfl-1 inhibitors | others
CC(C)Oc1ccc(C2CC(=O)NC3=C2C(=O)CCC3)cc1 (stereo not drawn) | x | 14 | 6% | 5 | 0% | 0% | 0% | i | -9%
COCCCn1c(=N)c(C(=O)NCC2CCCO2)cc2c(=O)n3ccccc3nc21 (stereo not drawn) | 7% | 13 | 0% | 4 | -6% | -19% | -16% | x | 0%
CCCCCNc1nc(N2CCCC2)c2c(c1C#N)CCN(C)C2 | 9% | 9 | 10% | 14 | 3% | 38% | 29% | i | 46%
Cc1cc(=O)[nH]c2c1c(=O)[nH]n2C1CC(C)N(C)CC1C (stereo not drawn) | x | 14 | 5% | 6 | -6% | 7% | -2% | i | -5%
Cn1nc(-c2ccc(Cl)cc2)c2cc(C(=O)NC3CC3)sc21 | 3% | 6 | 12% | 0 | -2% | 13% | 5% | x | -9%
O=C(Nc1ccccc1N1CCN(C(=O)c2ccc(Cl)cc2)CC1)c1ccc2c(c1)OCO2 | 6% | 5 | 7% | 8 | 5% | 6% | -3% | i | 2%
O=C(NC1CCCCC1)c1cc2nc(-c3ccco3)cc(C(F)(F)F)n2n1 | 13% | 2 | 11% | 15 | 0% | -6% | -26% | x | 4% | PMK inhibit pilot replicates=0.0;MK inhibit pilot replicates=1.0
COC(=O)C1=C(C)OC(N)=C(C#N)C1c1ccc(OC)c(OC)c1OC (stereo not drawn) | 11% | 3 | 6% | 7 | -12% | -20% | -15% | i | -2%

From PubChem BioAssay
